Compound activity: PubChem, several laboratories
M4 PAM – CHRM4 positive allosteric modulation; P08173; CHO-K1 hM4/Gqi5, Fluo-8 calcium fluorescence, ACh EC20; 0% = ACh EC20, 100% = maximal ACh; activation, % at 3 µM; actives 0.4% (n = 360,000);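 active means activation above its plate's cutoff, the mean activation of sample wells plus 3 SD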; further: some results filed as inactive read as strong as hits
Target sequence (P08173 whole entry, looked up): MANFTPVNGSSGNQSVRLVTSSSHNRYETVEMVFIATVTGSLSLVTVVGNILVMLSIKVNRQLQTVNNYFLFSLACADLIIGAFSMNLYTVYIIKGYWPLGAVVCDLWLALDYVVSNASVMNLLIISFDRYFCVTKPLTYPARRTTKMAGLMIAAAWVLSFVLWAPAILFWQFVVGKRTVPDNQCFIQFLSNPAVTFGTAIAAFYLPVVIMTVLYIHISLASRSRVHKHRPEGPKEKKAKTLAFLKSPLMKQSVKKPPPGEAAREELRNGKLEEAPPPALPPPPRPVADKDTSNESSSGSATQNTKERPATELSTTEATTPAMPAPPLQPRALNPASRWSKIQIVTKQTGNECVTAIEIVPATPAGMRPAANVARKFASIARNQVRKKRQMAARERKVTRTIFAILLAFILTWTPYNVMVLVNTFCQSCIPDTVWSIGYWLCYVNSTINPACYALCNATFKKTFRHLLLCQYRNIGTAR
M1 PAM – potentiates human M1 receptor response to acetylcholine | P11229 | CHO-K1 hM1, Fluo-8 calcium fluorescence, ACh EC20; 0% = ACh EC20, 100% = maximal ACh | activation, % at 3 µM | actives 0.088% (n = 360,000); in the data active means activation above about 19%, passing the limit was not always enough
CHRM5 PAM – potentiates acetylcholine response at human M5 receptor; P08912; CHO-K1 hM5, Fluo-8 calcium, ACh EC20 PAM; 0% = ACh EC20, 100% = ACh EC100; activation, % at 3 µM; actives 0.3% (n = 360,000);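 active means activation above the run cutoff, the mean activation of all test compounds plus 3 SD, cut at about 18% in these data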
Target sequence (P08912 whole entry, looked up): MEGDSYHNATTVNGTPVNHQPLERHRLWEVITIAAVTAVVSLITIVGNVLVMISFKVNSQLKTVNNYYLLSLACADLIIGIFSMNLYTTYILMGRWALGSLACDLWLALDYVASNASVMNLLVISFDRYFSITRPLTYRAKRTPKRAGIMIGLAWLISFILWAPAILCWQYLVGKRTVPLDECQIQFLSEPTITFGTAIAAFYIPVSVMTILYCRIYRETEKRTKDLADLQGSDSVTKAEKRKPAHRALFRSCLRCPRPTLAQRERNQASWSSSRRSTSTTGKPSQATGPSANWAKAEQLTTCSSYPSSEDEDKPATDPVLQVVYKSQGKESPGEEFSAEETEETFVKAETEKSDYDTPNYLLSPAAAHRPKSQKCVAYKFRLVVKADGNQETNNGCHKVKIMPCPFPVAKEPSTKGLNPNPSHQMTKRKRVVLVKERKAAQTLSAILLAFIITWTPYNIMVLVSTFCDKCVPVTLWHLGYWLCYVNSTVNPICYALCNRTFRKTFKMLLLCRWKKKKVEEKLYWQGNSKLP
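system = human M5 receptor in CHO-K1 cells | reagent = EC20 acetylcholine as agonist stimulus | compound dosing = single-point, 3 µM nominal | incubation = Fluo-8 loading 80 min at 37 °C plus 30 min room temperature | detection = Fluo-8 calcium dye fluorescence, kinetic read | benchmarks = low control EC20 acetylcholine (0%), high control EC100 acetylcholine (100%)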
M5 antag – blocks acetylcholine activation of human M5 receptor; inhibition, % at 3 µM; actives 0.59% (n = 360,000); CHO-hM5 cells, Fluo-8 calcium fluorescence, ACh EC80;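 active means inhibition above a per-plate cutoff, the mean of that plate's test compounds plus 3 SD, cut at about 27% in these data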;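 further: 0% = acetylcholine EC80 with DMSO and 100% = DMSO without agonist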
M4 ag – agonists of human muscarinic M4 receptor (CHRM4) | actives 0.14% (n = 360,000) | P08173 | CHO-K1 hM4/Gqi5, Fluo-8 calcium fluorescence; vehicle 0%, full acetylcholine response 100% | activation, % at 3 µM | AID 624127;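 active means activation above the run mean over all test wells plus 3 SD, cut at about 32% in these data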;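 further: peak over basal fluorescence ratio per well then scaled between controls; 0% = DMSO wells and 100% = acetylcholine at EC100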
CHRM1 antagonist – antagonists of human M1 muscarinic receptor. P11229. CHO-K1 hM1, Fluo-8 calcium fluorescence, ACh EC80 antagonist. inhibition, % at 3 µM. actives 1.3% (n = 360,000). AID 588852;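 active means percent inhibition above its own plate's cutoff, namely the mean of that plate's compound wells plus 3 SD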;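 further: peak over basal fluorescence ratio during 140 s after agonist addition; 0% = ACh EC80 plus DMSO and 100% = DMSO alone without agonist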
CHRM4 antagonist – blocks acetylcholine activation of human M4 receptor. CHO-hM4 cells, ACh EC80, Fluo-8 calcium fluorescence. actives 0.73% (n = 360,000). inhibition, % at 3 µM. AID 624125;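 active means inhibition above its plate's cutoff, the mean inhibition of sample wells plus 3 SD, cut at about 27% in these data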;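 further: 0% = acetylcholine EC80 with DMSO and 100% = DMSO without agonist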
M5 ag – agonists of human muscarinic M5 receptor (CHRM5); P08912; CHO-K1 hM5 cells, Fluo-8 calcium fluorescence; 0% DMSO wells, 100% maximal acetylcholine response; activation, % at 3 µM; actives 0.19% (n = 360,000); AID 624037;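 active means activation above the run's mean over test compounds plus 3 SD, cut at about 23% in these data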;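 further: signal is peak over basal fluorescence ratio across the kinetic read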
CRFR2-BP ag – agonists of human CRF-binding protein/CRF-R2 receptor complex; HEK293 CRF-R2/CRF-BP, calcium dye fluorescence (FLIPR); percent of saturating CRF peptide response; activation, % at 13.2 µM; actives 0.46% (n = 350,000); AID 588473;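 active means activation of at least 50%, plus an integration ratio under a set limit after plate pattern correction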;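 further: plate controls were neutral control wells without compound for no effect and CRF at EC100 for full effect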
Starred values were filed as active, the others as inactive; . = no result given.

Compound	M4 PAM	M1 PAM	CHRM5 PAM	M5 antag	M4 ag	CHRM1 antagonist	CHRM4 antagonist	M5 ag	CRFR2-BP ag
COc1ccc(OC)c(NC(=O)CSC2=NN3CCCC(=O)N=C3S2)c1	-11.5	2.4	-2.3	10.2	5.6	0.6	9.5	5.0	1.3
Nc1nonc1-n1nnc(C(=O)N/N=C/c2ccccc2Cl)c1CSc1ccccc1	-6.8	-0.1	-3.6	6.3	2.3	6.0	8.2	-3.6	2.6
CC(=O)Nc1ccc(S(=O)(=O)NCc2ccc(C(=O)NCCN3CCCCCC3)cc2)cc1	-2.3	-3.8	-1.9	6.7	-0.2	-13.6	3.8	-5.9	3.1
O=C(/C=C/NCC(=O)c1ccccc1)c1ccc(Br)cc1	-7.5	5.1	-1.1	6.8	-0.1	5.0	-3.9	-1.4	2.7
CN(C)CCN(C)Cc1c2ccccc2c(CN(C)CCN(C)C)c2ccccc12	-5.2	14.3	-1.7	12.5	1.4	-11.4	3.5	-3.9	17.9
O=C(Nc1cccc([N+](=O)[O-])c1)c1ccc(CN2CCOCC2)cc1	1.9	-4.3	-3.5	-2.3	2.5	-1.1	1.2	0.7	0.1
CC1c2nc3ccccc3n2C(CC(=O)NCc2ccccn2)C(=O)N1Cc1ccccc1 (stereo not given)	-4.2	-0.4	3.8	-6.2	1.6	-4.5	3.4	1.2	-2.5
CCN(CC)S(=O)(=O)c1cccc(NN=c2c(=O)c3ccccc3c2=O)c1	13.7	4.7	-2.5	7.6	0.2	-11.8	-0.2	1.3	3.1
CC(=O)Cc1ccccc1OC(=O)c1ccco1	10.7	1.3	-1.2	-4.4	0.1	9.0	-3.0	-2.9	1.2
C[C@H](CO)N1C[C@H](C)[C@H](CN(C)C(=O)C2CC2)OCc2cnnn2CCCC1=O	11.7	13.2	1.1	3.6	0.5	-15.0	-11.5	-0.4	1.2
Cc1oc(C(C)(C)C)cc1C(=O)N1CCN(C(c2ccccc2)c2ccccc2)CC1	-13.0	-1.3	-7.6	9.6	-0.9	-3.3	-0.5	-4.3	0.2
COc1ccc(-c2n[nH]c(=S)n2/N=C/c2cccn2C)cc1	7.4	4.7	5.8	-9.1	-0.1	-9.3	-12.6	-0.2	-7.3
COc1ccc(-c2csc(NC(=O)c3ccccc3Br)c2C(=O)O)cc1	-3.3	-0.5	-2.9	8.8	2.4	-3.0	6.1	3.4	-1.7
Cc1ccc2[nH]c(SCC(=O)N3CCOCC3)nc2c1C	-8.4	10.8	0.8	-0.7	-0.5	-10.3	0.1	-0.5	0.1
Cc1cc(/C=N/NC(N)=S)c(C)n1-c1ccc(Cl)c(Cl)c1	-1.1	12.9	4.3	-3.1	2.5	-1.6	2.8	2.7	-0.1
CCC(C)NS(=O)(=O)c1ccc(OCC(=O)Nc2ccc(F)cc2F)cc1 (stereo not given)	-3.2	-4.2	-4.5	2.2	3.1	3.2	-2.6	1.4	-0.1

For convenience, two of the compounds above.
Compound	M4 PAM	M1 PAM	CHRM5 PAM	M5 antag	M4 ag	CHRM1 antagonist	CHRM4 antagonist	M5 ag	CRFR2-BP ag
CC(=O)Cc1ccccc1OC(=O)c1ccco1	10.7	1.3	-1.2	-4.4	0.1	9.0	-3.0	-2.9	1.2
C[C@H](CO)N1C[C@H](C)[C@H](CN(C)C(=O)C2CC2)OCc2cnnn2CCCC1=O	11.7	13.2	1.1	3.6	0.5	-15.0	-11.5	-0.4	1.2

Continuation.
Compound	M4 PAM	M1 PAM	CHRM5 PAM	M5 antag	M4 ag	CHRM1 antagonist	CHRM4 antagonist	M5 ag	CRFR2-BP ag
O=C(COC(=O)c1ccc(Cl)c(S(=O)(=O)N2CCCCCC2)c1)NCc1ccccc1	-5.6	-5.7	-5.2	4.9	4.3	10.2	1.0	0.2	0.2
Cc1ccc(CC(NC(=O)C2CCCCC2)C(=O)O)cc1 (stereo not given)	0.1	6.5	4.0	-11.2	-0.2	-9.8	-6.2	1.2	1.4
CCCCN(C(=O)c1cccc(-n2cccc2)c1)c1c(N)n(CCCC)c(=O)[nH]c1=O	2.2	8.8	2.9	-8.0	-0.3	-13.2	-8.2	-2.7	-0.9
N#C/C(C(=O)N1CCCCC1)=C1/N=C(N)c2ccccc21	2.7	6.3	1.8	-1.4	1.5	-6.9	-5.8	2.1	0.6
O=C(/C=C/c1cccc(F)c1)Nc1cc(S(=O)(=O)N2CCOCC2)ccc1N1CCCC1	1.3	4.8	-5.3	-2.1	6.3	-4.5	-21.9	-1.5	-8.7
COc1cccc(-c2cc(C(=O)N3CCN(c4ncccn4)CC3)c3ccccc3n2)c1	-8.8	-11.1	-15.9	16.5	14.3	45.2*	23.0	3.8	-1.0
CCCSc1nsc(NC(=O)C(c2ccccc2)c2ccccc2)n1	-9.4	-7.3	-16.3	3.9	0.7	12.5	9.1	-5.6	4.3
Cn1c(CCN2CCCCC2)nc2cc(NC(=O)Nc3ccccc3)ccc21	-9.2	0.2	-5.7	5.8	-0.2	10.6	7.1	-13.1	2.7
O=C(Cn1c(=O)c2sccc2n(Cc2ccc([N+](=O)[O-])cc2)c1=O)NCCc1ccccc1	-7.0	8.1	-5.0	-1.0	1.9	-8.6	-0.5	-1.4	1.0
COc1cccc(C2=NN(C(=O)c3ccco3)C(c3ccco3)C2)c1 (stereo not given)	5.2	9.7	-0.9	-1.6	-1.8	-18.4	3.1	-2.4	-1.9
CCOc1ccccc1-n1nnnc1SCC(=O)NCC1(N2CCOCC2)CCCCC1	-9.5	-11.9	-9.4	10.3	17.0	11.6	-3.4	-2.4	-2.8
COc1cccc(OC)c1OCCCN1CCC(Cc2ccccc2)CC1	-13.2	-24.1	-8.1	7.0	9.4	45.3*	10.1	-14.6	-1.3
O=C(CN1CCCCCCC1)Nc1cccc(Cl)c1Cl	-3.9	6.3	-0.5	1.0	-1.9	-3.2	-0.3	-3.6	-3.2
Cc1ccc(S(=O)(=O)Nc2ccc(N3CCOCC3)cc2)cc1[N+](=O)[O-]	8.7	12.9	-0.3	1.6	2.5	-12.3	-5.7	5.8	0.1
OCC[C@H]1C[C@@H](O)[C@H](O)[C@]2(OCCc3ccccc32)O1	-3.6	2.0	-4.8	16.2	0.3	2.9	0.6	0.7	-1.2
Cc1cccc(C)c1NC(=O)NC1CC2CCC(C1)N2Cc1cccs1 (stereo not given)	-10.8	-5.7	-6.5	10.3	1.1	14.9	1.8	-0.5	1.5

Full records as entered above. Values in the order: M4 PAM, M1 PAM, CHRM5 PAM, M5 antag, M4 ag, CHRM1 antagonist, CHRM4 antagonist, M5 ag, CRFR2-BP ag
`COc1ccc(OC)c(NC(=O)CSC2=NN3CCCC(=O)N=C3S2)c1` is listed as -11.5, 2.4, -2.3, 10.2, 5.6, 0.6, 9.5, 5.0, 1.3
`Cn1c(CCN2CCCCC2)nc2cc(NC(=O)Nc3ccccc3)ccc21` is listed as -9.2, 0.2, -5.7, 5.8, -0.2, 10.6, 7.1, -13.1, 2.7

(next part)
Compound	M4 PAM	M1 PAM	CHRM5 PAM	M5 antag	M4 ag	CHRM1 antagonist	CHRM4 antagonist	M5 ag	CRFR2-BP ag
Cc1ccc(Cn2cc(C(=O)NN)c(=O)c3ccc(F)cc32)cc1	-1.0	-1.0	-1.5	9.2	0.5	5.1	-1.6	-1.4	-3.6
CN(C)C(=O)c1cc2cc(Br)ccc2s1	2.8	11.5	7.7	0.8	0.6	-17.8	-2.5	-2.0	0.0
O=C(Nc1ccc(C(F)(F)F)cc1)c1ccc2ncsc2c1	-11.6	-5.4	-14.8	17.7	23.1	23.9	24.0	4.3	1.5
Cc1cc(C)n2ncnc2n1	0.1	6.2	0.2	2.0	0.7	0.2	-0.8	0.9	-0.7
CCOC(=O)C1=C(C)N=c2s/c(=C\c3ccc(OC(C)=O)c(OCC)c3)c(=O)n2C1/C=C/c1ccccc1 (stereo not given)	0.9	9.8	2.6	-4.0	1.7	-11.2	-4.2	-7.9	5.2
O=C(COC(=O)C1C2CC3OC(=O)C1C3C2)Nc1ccc(Cl)cc1 (stereo not given)	-1.2	-6.1	3.6	2.3	2.0	15.5	6.3	1.4	0.0
COCCCn1c(SCC(=O)Nc2cccc(C(=O)OC)c2)nnc1-c1ccncc1	11.0	14.2	0.3	-3.3	0.3	-9.1	-4.4	0.1	-1.4
COc1ccc(N(CCC(=O)Nc2ccccc2F)S(=O)(=O)c2ccc(C)cc2C)cc1	-0.1	2.6	-1.3	7.7	0.7	-2.4	-11.0	-0.9	6.3
CCS(=O)(=O)N1Cc2ccccc2CC1C(=O)Nc1ccc(OC)cc1OC (stereo not given)	-4.7	-6.9	-6.2	0.6	1.4	12.5	5.2	-4.1	-0.1
CC(C)(C)NC(=O)NC(=O)COC(=O)c1c(F)cccc1Cl	2.3	10.9	-9.9	9.3	4.9	-9.8	0.3	6.6	-7.3
Cc1ccc(S(=O)(=O)NCCC2(C(C)C)CCOC(C)(C)C2)cc1 (stereo not given)	7.6	2.3	-7.1	2.6	1.1	-1.8	5.1	-1.9	-0.8
CCCNC(=O)C1(C)CCCN(C(=O)Cc2ccc(OC)cc2)C1 (stereo not given)	8.0	7.0	-4.2	-0.3	0.8	-11.3	-14.9	-0.4	.
Cc1ccc(C(=O)Nc2onc(C)c2C#N)cc1	13.2	-1.0	3.8	10.5	1.5	-2.5	-2.2	-1.3	3.4
O=C(O)CN1C(=O)/C(=C2\C(=O)N(Cc3ccccc3Cl)c3ccccc32)SC1=S	-2.3	3.0	-0.7	6.1	-0.3	-2.3	8.6	-1.9	-5.5
Cn1cccc1/C=N/NC(=O)CNc1cccc2ccccc12	4.2	8.4	-3.3	8.0	0.0	-17.2	0.3	-0.3	-1.0
COCC1COS(=O)(=O)NC1(C)C (stereo not given)	3.9	7.2	6.9	3.7	1.4	-12.2	1.2	-1.6	-0.4
O=C(NC1CC(=O)N(c2ccc3c(c2)OCCO3)C1)N1CCC(O)CC1 (stereo not given)	-2.6	1.4	2.3	7.7	-0.1	0.6	4.3	2.9	-0.1
COC(=O)N/N=C(\CCC(=O)O)c1cccs1	1.2	2.7	-1.9	12.7	0.5	-5.6	6.9	-0.1	-3.1
COc1ccc(N2CCN(CC(=O)Nc3cc(C)cc(C)c3)CC2)cc1	-3.7	12.8	-1.4	6.9	-0.9	-18.8	4.3	-1.9	-0.8
CCN(CC)S(=O)(=O)c1ccc(S(=O)(=O)Nc2c(C)nn(C)c2C)cc1	6.5	-7.2	-7.9	13.6	5.4	22.2	-1.6	4.6	3.3
Cc1ccc(C(=O)NCC(=O)OCC(=O)N(CC(C)C)c2c(N)n(Cc3ccccc3)c(=O)[nH]c2=O)s1	-1.5	4.5	1.7	-4.8	0.9	-9.1	5.4	1.1	-1.0
CC(C)c1ccc(/C=N/NC(=O)CC(=O)NCc2ccccc2)cc1	0.6	5.9	0.5	-1.5	0.2	-10.8	-3.8	-4.9	1.0
Cc1ccc(-n2c(C)c3c(C)nnc(C)c3c2C)cc1C	-5.4	-5.1	-5.2	1.2	0.7	-0.5	-5.3	-1.3	-0.9
CCCCNC(=O)C1(C)CCC(=O)N1CC(F)(F)F (stereo not given)	-3.9	5.7	-3.6	3.9	0.3	-5.7	3.3	2.1	.
